Source: PubChem (several laboratories)
BB579 growth dn = yeast BB579 growth reduction in restrictive medium; S. cerevisiae BB579 growth, OD615, 48 h; inhibition, % at 10 µM; 140,000 tested, 0.51% active; AID 804;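 active means inhibition above a set limit, 3 SD over the mean compound inhibition, cut at about 44% in these data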; further: inactives centre near -24
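Material: Saccharomyces cerevisiae DeaD strain BB579, replicative lifespan model yeast; buffer or medium: CSMM-D restrictive synthetic medium containing dextrose (glucose); compound: 10 µM single dose, DMSO 0.25%; timing: 48 h compound exposure at 30 °C after 4 h preincubation; signal: turbidity as optical density at 615 nm; benchmarks: positive control amphotericin B 10 µg/mL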
Measles CPE = protection of cells from measles virus | Measles virus-infected cells, CPE protection, absorbance | protection (pct of control), % at 4 µM | 140,000 tested, 1.5% active | AID 841; in the data active means protection mostly above about 24%, no sharp cut-off; inactive means mostly below about 26%; further: some compounds called inactive have numbers as strong as hits
MRP-1 activ = activates MRP-1. 140,000 tested, 0.61% active. viability increase, % at 10 µM. H69AR cells + doxorubicin, viability rescue, CellTiter-Glo;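 active means viability gain under doxorubicin at or above a set limit, the compound median plus 3 SD, cut at about 4.7% in these data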;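 further: MRP-1 overexpressing cells given doxorubicin 25 µM after compound pretreatment; 18-22 h compound pretreatment then 72 h with doxorubicin before readout; 0% = doxorubicin-only wells and 100% = vehicle-treated cells without doxorubicin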
E-sel TNF inh = blocks E-selectin expression induced by TNF alpha; HUVEC TNFa-induced E-selectin immunofluorescence, high content; inhibition, % at 2 µM; 120,000 tested, 0.71% active; AID 1246;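 active means inhibition above the batch mean plus 3 SD, and confirmed as a hit on visual image review, cut at about 43% in these data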;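 further: 0% = TNF-stimulated DMSO wells and 100% = unstimulated control wells; not every result past the cut was called active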
PTEN del growth = growth suppressors of cells with PTEN tumor suppressor deletion. HCT116 PTEN-null viability, CellTiter-Glo, 60 h; hits give low values. AID 827. viability, % at 10 µM. 140,000 tested, 1.2% active;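 active means viability at or below a set limit, 4 SD under the median of all tested compounds, cut at about 3.7% in these data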;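 further: PTEN knockout HCT116 line with beta catenin targeted HCT116 as companion control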
NPY Y2 blocker = NPY-Y2 (human) receptor antagonism. inhibition, % at 2.7 µM. P49146. 140,000 tested, 0.99% active. NPY-Y2 expressing cells, antagonist mode. AID 793; in the data active means inhibition above about 17%;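 further: 0% = vehicle with agonist challenge and 100% = reference antagonist with challenge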
Target sequence (P49146 whole entry, looked up): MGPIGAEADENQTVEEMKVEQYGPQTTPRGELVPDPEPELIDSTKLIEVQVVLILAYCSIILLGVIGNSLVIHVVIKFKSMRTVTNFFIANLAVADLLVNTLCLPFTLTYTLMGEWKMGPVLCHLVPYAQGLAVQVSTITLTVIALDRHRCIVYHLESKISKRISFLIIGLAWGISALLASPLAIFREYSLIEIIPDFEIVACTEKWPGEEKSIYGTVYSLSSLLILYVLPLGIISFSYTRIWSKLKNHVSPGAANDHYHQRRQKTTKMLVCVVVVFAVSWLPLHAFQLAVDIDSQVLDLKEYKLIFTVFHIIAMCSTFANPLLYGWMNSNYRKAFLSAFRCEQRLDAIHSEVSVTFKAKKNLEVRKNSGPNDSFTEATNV
Yeast life ext = extends the lifespan of yeast; S. cerevisiae growth with nicotinamide, OD615; deaD strain in restrictive glucose medium; inhibition of the nicotinamide effect, % at 10 µM; 130,000 tested, 0.68% active;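 active means inhibition above a set limit, placed 3 SD over the median of all compounds, cut at about 26% in these data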;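 further: 0% = nicotinamide-treated wells and 100% = cells grown without nicotinamide; some compounds called inactive have numbers as strong as hits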
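assay system = DeaD-strain S. cerevisiae | measured by = absorbance at 615 nm | probe or stimulus = nicotinamide 1.5 mM | buffer or medium = CSMM-D glucose medium, restrictive | times = 48 h at 30 °C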
GALR2 blocker = blocks the human galanin receptor 2; inhibition, % at 4 µM; O43603; 140,000 tested, 0.39% active; GALR2-expressing cells, antagonist mode; AID 828; in the data active means inhibition above about 27%;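 further: cells stimulated with galanin 1-16 at roughly its EC80; 0% = agonist challenge control and 100% = basal control without agonist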
Target sequence (O43603 whole entry, looked up): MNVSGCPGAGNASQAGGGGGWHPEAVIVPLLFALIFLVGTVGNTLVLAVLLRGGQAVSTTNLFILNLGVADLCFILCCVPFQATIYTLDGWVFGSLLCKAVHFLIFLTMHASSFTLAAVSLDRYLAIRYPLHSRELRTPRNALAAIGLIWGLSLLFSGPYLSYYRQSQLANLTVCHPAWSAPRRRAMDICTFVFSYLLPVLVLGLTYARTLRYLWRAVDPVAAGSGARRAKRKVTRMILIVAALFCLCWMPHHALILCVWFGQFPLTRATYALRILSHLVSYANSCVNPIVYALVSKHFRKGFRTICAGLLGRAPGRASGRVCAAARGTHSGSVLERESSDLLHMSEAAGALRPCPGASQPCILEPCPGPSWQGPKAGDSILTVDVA
HCT116 bCat-KO = beta-catenin-lacking colon tumor cell growth suppression | HCT116 beta-catenin knockout viability, CellTiter-Glo, 60 h; hits give low values | viability, % at 10 µM | AID 818 | 140,000 tested, 1.5% active;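 active means viability at or under a set limit, the compound median less 4 SD, cut at about 6% in these data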;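 further: 0% = Hyamine 1622 control at 20 µM and 100% = untreated cell control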
Phagocytosis inh = macrophage phagocytosis inhibition. AID 1029. 110,000 tested, 0.07% active. J774A.1 macrophage IgG-bead phagocytosis, imaging. inhibition, % at 5 µM;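 active means inhibition above the mean of the plate negative controls plus 5 SD, cut at about 13% in these data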;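 further: phagocytic index as fraction of beads internalized from green versus red external bead signal; plate controls were DMSO negative control for no effect and cytochalasin-D positive control for full effect; some results beyond the cut were filed as inactive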
* = called active by the depositor; . = not tested or not shown.

SMILES | BB579 growth dn | Measles CPE | MRP-1 activ | E-sel TNF inh | PTEN del growth | NPY Y2 blocker | Yeast life ext | GALR2 blocker | HCT116 bCat-KO | Phagocytosis inh
COc1ccc(S(=O)(=O)N(Cc2cc3ccc(OC)cc3[nH]c2=O)CC2COCCO2)cc1 (configuration not stated) | 11 | 19 | -1.2 | -6 | 84 | 3 | -18 | 2 | 83 | 0
Cc1ccc(C(=O)c2c(NC(=O)c3ccncc3)sc3c2CCCC3)cc1 | -83 | 5 | 1.1 | 6 | 72 | 13 | -6 | 1 | 76 | 0
CCN(CC)S(=O)(=O)c1ccc(Oc2ccc(S(=O)(=O)N(CC)CC)cc2)cc1 | -29 | 3 | -2.3 | 11 | 61 | 4 | -4 | 6 | 61 | 0
CCOC(=O)c1ccc(NC(=O)C2CCCN(S(=O)(=O)c3cnc[nH]3)C2)cc1 (configuration not stated) | -14 | 5 | -2.1 | . | 95 | 0 | -6 | 10 | 87 | -1
C=CCn1c(CCn2c3ccccc3c3ccccc32)n[nH]c1=S | -21 | 9 | -0.8 | . | 81 | 6 | -4 | 23 | 81 | 0
CCCOc1ccc(N2CC(C(=O)Nc3ccc4c(c3)OCO4)CC2=O)cc1 (configuration not stated) | -18 | 6 | -4.0 | . | 96 | 2 | 0 | -1 | 92 | .
Cc1nc(P(=O)(c2ccccc2)c2ccccc2)c(N2CCOCC2)o1 | -14 | 12 | -0.1 | 6 | 90 | -1 | -12 | -5 | 100 | -2
COc1ccc(-c2nc(CSCC(=O)NCc3ccco3)c(C)o2)cc1 | -47 | 44 | -2.8 | . | 92 | 7 | -21 | 8 | 94 | .
CN1C(=O)CC(N2CCN(C(=O)CN3CCCC3)CC2)C1=O (configuration not stated) | -69 | 24 | -0.9 | -18 | 107 | 3 | -7 | 13 | 83 | 3
Cc1ccc(NC(=O)COC(=O)c2cc(C)nc3ccccc23)c([N+](=O)[O-])c1 | -24 | 24 | -4.9 | -1 | 63 | -1 | -1 | -9 | 61 | -12
Cc1occc1C(=O)NNC(=O)Nc1ccc(Cl)c(Cl)c1 | -8 | 24 | 4.9* | . | 101 | 1 | -2 | 5 | 91 | .
COc1cccc(-n2c(SC)nnc2-c2c[nH]c3ccccc23)c1 | 17 | 3 | -2.3 | 6 | 85 | 6 | -4 | -16 | 101 | 1
CCNC(=S)N1CCNC(=O)C1CC(=O)OC (configuration not stated) | 6 | 1 | 1.0 | . | 108 | 0 | -4 | -15 | 95 | 8
O=C(Cn1cc(C(=O)C2CC2)c2ccccc21)NCc1ccc2c(c1)OCO2 | -43 | 7 | -2.2 | 12 | 103 | -2 | -19 | 9 | 106 | .
O=C1CCCN1c1ccc(CNS(=O)(=O)c2ccc(F)cc2)cc1 | -41 | 2 | -2.0 | 28 | 87 | 1 | -7 | -4 | 85 | 1
Cc1sc(NC(=O)c2ccco2)c(CN2CCN(c3ccc(F)cc3)CC2)c1C | -16 | 2 | -0.2 | -23 | 72 | 1 | -5 | 0 | 66 | 1
CCc1nnc(NC(=O)c2ccc(S(=O)(=O)N(CC(C)C)CC(C)C)cc2)o1 | -11 | 13 | -5.0 | -12 | 18 | 2 | -6 | -11 | 23 | .
COc1ccc(OC)c(S(=O)(=O)N2CCC(C(=O)NC(C)c3ccccc3)CC2)c1 (configuration not stated) | -6 | 3 | 0.1 | . | 96 | -1 | -12 | -10 | 105 | 1
O=S(=O)(Nc1nc2ccccc2[nH]1)c1ccc(Cl)cc1 | -29 | 3 | -1.9 | 6 | 90 | 1 | 1 | -4 | 90 | -2
CCN(CC)c1ccc(NC(=O)c2cc3ccccc3o2)c(C)c1 | -58 | 3 | 1.8 | 14 | 110 | 6 | -6 | -7 | 101 | .
Cc1ccc(-c2nc3ncccn3c2Nc2ccc3c(c2)OCCO3)cc1 | -26 | 23 | -5.0 | -1 | 93 | 9 | -9 | -8 | 96 | 0
CN(C)C(CNC(=O)c1ccc(S(=O)(=O)NCc2ccco2)cc1)c1ccccc1 (configuration not stated) | -26 | 25 | -1.6 | -12 | 94 | 3 | 4 | 7 | 86 | -3
COc1ccc(C2=NO[C@@H]3C(=O)N(c4ccc5c(c4)OCCO5)C(=O)[C@H]23)cc1OC | 4 | 3 | -0.8 | -20 | 98 | 0 | -15 | 3 | 92 | -2
Cn1c(SCCCC(=O)c2ccc(Br)cc2)nnc1-c1ccncc1 | -15 | 5 | -1.9 | 16 | 72 | 4 | -3 | 4 | 75 | 0
O=C(COc1ncnc2ccccc12)NCCC1=CCCCC1 | 12 | 4 | -0.7 | -5 | 87 | 2 | -2 | 6 | 86 | -1
COc1cc2c(cc1NC(=O)C(C)NCc1ccccc1)oc1ccccc12 (configuration not stated) | -17 | 26 | -0.7 | . | 71 | 2 | -8 | 13 | 76 | -7
Cc1nc2cc(NC(=O)N3c4ccccc4CC3C)ccc2o1 (configuration not stated) | -60 | 7 | -0.9 | -6 | 103 | -2 | -8 | -4 | 62 | -2
Cc1ccc(S(=O)(=O)N2CCN(C(=O)C3=COCCO3)CC2)cc1C | 8 | 12 | -1.6 | 28 | 91 | 1 | -5 | -7 | 89 | -1
COc1cccc(NC(=O)COC(=O)c2cccnc2)c1 | 4 | 21 | -1.6 | -1 | 102 | 1 | -7 | 6 | 96 | 0
COC(=O)N[C@H](CC(C)=O)c1ccccc1 | 5 | 7 | -0.7 | -29 | 97 | -2 | 2 | -8 | 90 | .
COn1c(SC2CCCCC2)nc2ccccc2c1=O | -21 | 0 | 0.5 | 5 | 83 | 5 | 46* | -1 | 96 | -1
CCOC(=O)CSc1nc2cc(OCC)ccc2cc1C#N | -46 | 4 | -1.2 | -59 | 87 | 6 | 0 | -5 | 92 | -1
O=C(CNC(=O)c1ccc(-c2ccccc2)cc1)OCc1ccc(Br)cc1 | -21 | 4 | 3.6 | . | 100 | 1 | -3 | -4 | 93 | -5
Cc1nc(Nc2c(Cl)cccc2Cl)sc1C(=O)Nc1ccccc1 | -36 | 6 | -0.1 | . | 93 | 1 | 7 | 16 | 90 | -12
O=C(CSc1nnc(-c2ccc(S(=O)(=O)N3CCCC3)cc2)o1)NCc1ccccc1 | -24 | 0 | -4.2 | -1 | 85 | 3 | . | 9 | 84 | .
Cc1sc2nc(CN3CCOCC3)nc(N3CCOCC3)c2c1C | -13 | 5 | -0.6 | 20 | 99 | 3 | 7 | -12 | 93 | 0
CC(C)Cn1cnc2c(=O)oc3ccccc3c21 | 12 | 2 | -0.9 | 1 | 103 | 0 | -14 | -4 | 103 | 0
CC(C)N=C1SCC(C)(/C=N/O)S1 (configuration not stated) | -21 | 8 | -2.5 | . | 96 | 2 | -7 | -2 | 88 | .
CC1CCc2cc(F)cc3c(=O)c(C(=O)O)cn1c23 (configuration not stated) | -18 | 38 | -1.1 | . | 93 | -2 | 4 | 1 | 99 | .
C(=N\N(c1ccccc1)c1ccccc1)/c1ccc(N2CCOCC2)s1 | -31 | 12 | -1.4 | 13 | 91 | 0 | -2 | -1 | 90 | .
CSc1n[nH]c(NC(C)=O)n1 | -48 | 19 | -0.5 | -43 | 99 | 0 | -10 | -3 | 95 | -2
Cc1[nH]nc2c1C1(CCC(c3ccccc3)CC1)C(C#N)=C(N)O2 (configuration not stated) | 9 | 12 | -2.6 | 20 | 61 | 2 | -25 | 12 | 55 | -1
O=C(O)c1ccc2c(c1)C(=O)N(Cc1ccccc1)C2=O | -50 | 3 | 0.1 | -23 | 109 | 3 | -16 | -1 | 95 | 0
O=[N+]([O-])c1cc(S(=O)(=O)NCCN2CCOCC2)ccc1Sc1nnnn1-c1ccccc1 | -37 | 9 | -5.1 | 11 | 8 | 4 | 2 | 17 | 8 | -2
Cc1ccc(S(=O)(=O)c2n[nH]n3c2nc(=O)c2ccccc23)cc1 | -11 | 10 | -1.0 | -27 | 97 | 9 | 0 | 3 | 94 | -3
C=CCNC(=O)c1ccccc1NC(=O)c1ccccc1 | -53 | 19 | 0.1 | -16 | 119 | 4 | -14 | -8 | 101 | -1
CCCN1CCN(C(=O)Nc2ccc(C(=O)OCC)cc2)CC1 | -67 | 7 | -0.5 | 6 | 113 | 3 | -3 | -6 | 97 | -2
Cc1ccc2nc3sc(-c4nnc(-c5ccccc5[N+](=O)[O-])o4)c(N)c3cc2c1 | -44 | 5 | -3.2 | -7 | 92 | 5 | -13 | 3 | 99 | 0
CCCCCC(=O)NN=C1CCN(Cc2ccccc2)CC1 | 1 | 4 | -2.5 | -12 | 85 | -1 | 6 | -1 | 81 | -2
COc1ccccc1C1CC(=O)NC(SCC(=O)Nc2ccccc2)=C1C#N (configuration not stated) | 8 | 1 | -1.5 | . | 79 | -2 | -12 | 13 | 74 | 0

The results go on.
SMILES | BB579 growth dn | Measles CPE | MRP-1 activ | E-sel TNF inh | PTEN del growth | NPY Y2 blocker | Yeast life ext | GALR2 blocker | HCT116 bCat-KO | Phagocytosis inh
O=C(CSc1nnc(-c2cccs2)o1)c1cccs1 | -44 | 2 | -3.5 | 39 | 98 | 3 | -21 | -1 | 93 | 4
COc1cc(OC)c(OC)cc1CNc1cc(C)ccc1OC | -32 | 12 | -1.2 | . | 67 | 1 | -7 | 7 | 48 | 1
COc1ccc(C(=S)N2CCNCC2)cc1 | -5 | 8 | -0.6 | 10 | 102 | 1 | -14 | -15 | 101 | .
Cc1nnc(SCc2ccc3c(c2)OCO3)s1 | -7 | 11 | 0.4 | 7 | 103 | 0 | -15 | -6 | 99 | 0
CN(C)S(=O)(=O)NC(c1ccccc1)c1ccccc1 | -23 | 6 | -0.9 | -19 | 103 | 8 | -7 | 5 | 86 | -1
CNC(=O)C1=C(C)n2c(nc3ccccc32)NC1c1ccc(OC)cc1 (configuration not stated) | -10 | 7 | -1.3 | 13 | 94 | 1 | 2 | 0 | 91 | -4
CCOc1ccc2c(c1)n(CO)c(=S)n2CO | -73 | 0 | -1.5 | 12 | 88 | 0 | -11 | 3 | 85 | -1
S=C(NCc1cccnc1)Nc1cccc(Cl)c1 | -58 | 4 | -2.3 | . | 98 | 0 | -8 | 5 | 103 | .
O=C(CSCc1ccc(Cl)cc1)Nc1ccc(S(=O)(=O)N2CCOCC2)cc1 | -35 | 6 | 3.3 | 9 | 90 | -1 | 1 | 8 | 86 | -6
COc1ccc(CC(=O)Nc2ccc3c(c2)CCC3)cc1 | -25 | 12 | -0.4 | 2 | 83 | 2 | -5 | -5 | 98 | -7
Nc1nc(NCc2ccccc2)nc(NCc2ccccc2)c1[N+](=O)[O-] | -39 | 9 | -0.1 | . | 79 | 0 | 1 | -13 | 85 | -5
Cc1noc(C)c1COC(=O)c1cc2ccccc2cc1O | -3 | 4 | -0.6 | 20 | 87 | 8 | -8 | 26 | 81 | -3
COc1cc2c(cc1O)CCN(C(=O)c1ccco1)C2C (configuration not stated) | -25 | 15 | -2.0 | 19 | 99 | 0 | -3 | -1 | 93 | -1

Not a hit list (roughly 6.4% active in at least one column).
